G9a block = qHTS Assay for Inhibitors of Histone Lysine Methyltransferase G9a; Histone-lysine N-methyltransferase EHMT2 (Homo sapiens), Q96KQ7; G9a H3K9 monomethylation, AlphaScreen, 2 h; Potency, µM (titrated, usually from 102 µM), for inactives: at the highest dose activity, negative = inhibition, hits mostly inhibitors; hit rate 8.8% among 350,000; AID 504332, 2011; note: % is set by controls: 0 for no effect and ±100 for the full control effect; nearly all actives have a fitted effect of over 75% in size
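G9a (20 nM) was preincubated 15 min with compound, then reacted 2 h at room temperature with 500 nM biotin-H3K9 peptide and 20 µM SAM. Monomethyl-H3K9 detected by AlphaScreen using anti-H3K9me1 antibody.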
POLB inh = qHTS Assay for Inhibitors of DNA Polymerase Beta. Pol beta primer extension/strand displacement, fluorescence kinetic. P06746. Potency, µM (highest dose often 114 µM), inactives show at the top dose activity change, negative = inhibition, actives largely listed as inhibitors. hit rate 1.3% among 340,000; note: % is set by controls: 0 for no effect and ±100 for the full control effect
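Kinetic readout of DNA synthesis with strand displacement by Pol beta. Compound and 10 nM enzyme sit 15 min at room temperature; 50 nM substrate starts the reaction, read immediately and at 10 min.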
Pol iota inh = qHTS for Inhibitors of Polymerase Iota. DNA polymerase iota (Homo sapiens), Q9UNA4. Potency, µM (doses to about 115 µM), inactives show at the highest dose activity, negative = inhibition, usual class: inhibitors. AID 588590, 2011. hit rate 1% among 390,000. Pol iota fluorescent replication assay, 10 min
Target sequence (Q9UNA4 whole entry, looked up): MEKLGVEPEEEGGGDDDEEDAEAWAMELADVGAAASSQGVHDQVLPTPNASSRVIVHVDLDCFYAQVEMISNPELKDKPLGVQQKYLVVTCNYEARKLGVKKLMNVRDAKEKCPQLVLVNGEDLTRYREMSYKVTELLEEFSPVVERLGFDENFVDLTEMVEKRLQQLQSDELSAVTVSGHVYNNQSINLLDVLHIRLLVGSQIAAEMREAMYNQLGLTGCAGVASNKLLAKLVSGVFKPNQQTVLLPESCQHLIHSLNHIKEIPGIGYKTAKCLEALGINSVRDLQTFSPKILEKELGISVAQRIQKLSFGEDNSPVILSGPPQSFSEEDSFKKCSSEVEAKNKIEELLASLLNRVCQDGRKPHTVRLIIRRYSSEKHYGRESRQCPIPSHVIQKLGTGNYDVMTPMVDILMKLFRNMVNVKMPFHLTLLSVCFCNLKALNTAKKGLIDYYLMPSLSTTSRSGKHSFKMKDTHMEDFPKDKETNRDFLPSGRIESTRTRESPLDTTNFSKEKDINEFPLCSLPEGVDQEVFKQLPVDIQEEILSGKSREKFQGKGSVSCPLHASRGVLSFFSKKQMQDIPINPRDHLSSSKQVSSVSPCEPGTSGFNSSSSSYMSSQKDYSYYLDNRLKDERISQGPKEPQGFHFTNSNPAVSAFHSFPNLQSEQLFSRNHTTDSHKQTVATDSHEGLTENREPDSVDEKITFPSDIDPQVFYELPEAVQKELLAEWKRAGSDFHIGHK
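Fluorescent replication assay read twice, at 0 min and 10 min after adding 50 nM (final) substrate. Enzyme (10 nM) and compounds were first incubated 15 min at room temperature; enzyme-free buffer wells were negative controls.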
Pol eta inh = qHTS for Inhibitors of Polymerase Eta. recombinant Pol eta, fluorescent DNA replication assay. Potency, µM (doses to about 114 µM), without a hit: top-dose activity change, negative = inhibition, actives largely listed as inhibitors. hit rate 1.2% among 390,000. AID 588591, 2011; note: % is set by controls: 0 for no effect and ±100 for the full control effect
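Pol eta (10 nM) was preincubated with compounds for 15 min at room temperature, after which fluorescent replication substrate (50 nM final) was added to start the reaction. Fluorescence was read kinetically at 0 and 10 min.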
BAZ2B block = qHTS Assay for Inhibitors of BAZ2B; hit rate 4.4% among 360,000; AlphaScreen BAZ2B-H3K14Ac peptide displacement; AID 504333, 2011; Potency, µM (titrated, usually from 114 µM), inactives show at the highest dose activity change, negative = inhibition, hits mostly inhibitors; note: % is set by controls: 0 for no effect and ±100 for the full control effect; nearly all actives have a fitted effect of over 60% in size
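AlphaScreen luminescence quantifies BAZ2B engagement of H3K14Ac peptide; the protein and biotinylated peptide are both at 50 nM final, buffer PBS pH 7.4 with 0.01% Tween-20, all steps at room temperature.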
JMJD2A Tudor = qHTS Assay for Inhibitors of JMJD2A-Tudor Domain. Lysine-specific demethylase 4A (Homo sapiens), O75164. AlphaScreen JMJD2A-Tudor / H3K4me3 peptide binding. hit rate 4.4% among 390,000. Potency, µM (titrated, usually from 114 µM), for inactives: top-dose activity change, negative = inhibition, usual class: inhibitors; note: % is set by controls: 0 for no effect and ±100 for the full control effect; nearly all actives have a fitted effect of over 50% in size
BLM helicase inh = qHTS Assay for Inhibitors of Bloom's syndrome helicase (BLM); Potency, µM (doses to about 56.1 µM), for inactives: top-dose activity change, negative = inhibition, usual class: inhibitors; recombinant BLM DNA unwinding, fluorescence dequenching; hit rate 0.2% among 350,000; AID 2528, 2010;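 note: plate controls were vehicle for no effect and no enzyme for full effect; nearly all actives have a fitted effect of over 35% in size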
Pol kappa inh = qHTS for Inhibitors of Polymerase Kappa | Potency, µM (top dose mostly 107 µM), without a hit: top-dose activity, negative = inhibition, most hits filed as inhibitors | hit rate 0.53% among 400,000 | purified Pol kappa, fluorescent DNA synthesis assay, 10 min | DNA polymerase kappa (Homo sapiens), Q9UBT6; note: % is set by controls: 0 for no effect and ±100 for the full control effect
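10 nM Pol kappa was preincubated with compounds for 15 min at room temperature. Reaction started with 50 nM (final) substrate. Fluorescence read kinetically at 0 and 10 min.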
APE1 inh = qHTS Assay for Inhibitors of the Human Apurinic/apyrimidinic Endonuclease 1 (APE1); recombinant APE1, TAMRA/BHQ-2 abasic DNA cleavage fluorescence; Potency, µM (top dose mostly 65.8 µM), for inactives: at the highest dose activity change, negative = inhibition, hits mostly inhibitors; DNA repair nuclease/redox regulator APEX1 (Homo sapiens), P27695; AID 2517, 2012; hit rate 0.35% among 350,000;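 note: plate controls were vehicle for no effect and reference inhibitor for full effect; nearly all actives have a fitted effect of over 55% in size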
Target sequence (P27695 whole entry, looked up): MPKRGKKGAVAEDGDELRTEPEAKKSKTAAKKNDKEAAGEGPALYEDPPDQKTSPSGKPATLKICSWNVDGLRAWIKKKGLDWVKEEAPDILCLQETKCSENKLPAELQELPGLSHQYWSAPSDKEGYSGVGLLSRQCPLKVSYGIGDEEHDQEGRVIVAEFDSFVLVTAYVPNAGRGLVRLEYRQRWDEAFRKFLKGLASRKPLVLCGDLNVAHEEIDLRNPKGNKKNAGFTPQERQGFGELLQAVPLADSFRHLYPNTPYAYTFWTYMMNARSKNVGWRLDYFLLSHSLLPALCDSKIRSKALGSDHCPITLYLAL
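Compound pre-exposure to 0.75 nM APE1, 15 min at ambient temperature. Reaction initiated with 50 nM TAMRA/BHQ-2 THF substrate, read immediately in kinetic mode, 525 nm excitation, 598 nm emission.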
* hit, by the source's call; ? = inconclusive; . = not tested or not shown; & = joins results of further samples; [ ] = remark or other dose. Calls come from the whole dose curve; as a rule, active = well fitted curve in the direction sought with a large enough effect; inconclusive = small, poorly fitted or top-dose-only effect, or another doubt; inactive = no such curve, though single readings can be large; an effect the other way counts as inactive or inconclusive. Potency is the fitted concentration of half-maximal effect.

SMILES | G9a block | POLB inh | Pol iota inh | Pol eta inh | BAZ2B block | JMJD2A Tudor | BLM helicase inh | Pol kappa inh | APE1 inh
CCOCCCn1c(=S)[nH]c2cc(C(=O)NCCCN(CC)CC)ccc2c1=O | 8.9µM* | 33% | 24% | -9% | -14% | -18% | 5% | 0% | 25%
O=C(O)c1ccc(S(=O)(=O)c2ccc3c(c2)C(=O)N(NC(=O)c2ccccc2)C3=O)cc1 | -3% | ? | 57%[activator] | -4% | 0% | 6% | -6% | -15% | 1%
CCn1c(=O)c(C(=O)NCc2ccc3c(c2)OCO3)c(O)c2ccccc21 | 9%[0.501 µM] | 26% | 131%[activator] | -11% | 1% | 16% | -9% | 7% | 13%
Cn1c(=O)n(CC(=O)N2CCN(c3nnc(-c4ccccc4)c4ccccc34)CC2)c2ccccc21 | -32%[12.7 µM] | 1% | 4% | 0% | -4% | -10% | 4% | -12% | 15%
CCOc1ccc(C(=O)N2CCN(Cc3cc(=O)n4nc(-c5cccc(OC)c5)sc4n3)CC2)cc1 | 2%[59 µM] | ? | ? | ? | -17% | -11% | -19% | 0%[60.1 µM] | .
Cc1ccc2nc(N(CCCN(C)C)C(=O)c3ccco3)sc2c1 | -28%[59 µM] | ? | 4%&-8% | 7%&-23% | -24% | -23%&-25% | 35%&7%[activator] | -10%&-1% | 12%
Cc1ccc(CS(=O)(=O)Cc2ccc(C(=O)NCc3ccccn3)o2)cc1 | ? | 0% | -17% | -12% | -9% | -9% | -5% | -1% | -3%
CCCCn1c(N)c(N(CCC(C)C)C(=O)c2ccc(N3CCCC3=O)cc2)c(=O)[nH]c1=O | 35µM* | . | 51%[activator] | -20% | 7% | 3% | . | -4% | 23%
COc1ccccc1CNc1cc(CSc2ccc(Cl)cc2)nc(C)n1 | 16%[59 µM] | 13% | 8% | -23% | 2% | -11% | -14% | -1% | 2%
CCOC(=O)c1cc(/C(C)=N/OC(=O)c2ccc(C(C)(C)C)cc2)on1 | 6% | 33% | -6% | 1% | -11% | -34% | -3% | 14% | 1%
CC(C)Oc1nc(-c2ccc(Cl)cc2)nc2ccccc12 | 100%[activator] | 15% | -8% | 3% | 9% | 81%[activator] | 1% | -1% | -2%
O=C(Nc1cccc(Cl)c1)Nc1c[nH]c(=O)[nH]c1=O | 17% | 15% | 3% | -13% | -1% | -1% | -7% | -3% | 6%
COCC(C)NC(=O)COCc1cc(-c2ccc3c(c2)OCO3)on1 (configuration not stated) | -4% | 1% | 4% | -11% | 0% | -2% | 0% | 14% | 14%
O=C(c1cc(-c2ccc(Cl)c(Cl)c2)on1)N1CCCCC1 | 2%[2.33 µM] | 9% | 8% | -5% | 13% | -4% | 0% | -3% | -3%
Cc1ccc(NC(=O)C[n+]2ccccc2)cc1C | 30% | 46% | -7% | -5% | 4% | -7% | 1% | -3% | -1%
Cc1cncn1CCc1nc2c3ccccc3nc(SCC(=O)Nc3ccccc3F)n2n1 | 1%[59 µM] | ? | ? | -15% | -13% | -27% | 3% | -6%[60.1 µM] | .
NS(=O)(=O)c1cccc(NC(=O)c2ccccc2NS(=O)(=O)c2ccc(F)cc2)c1 | -32%[59 µM] | 5% | 67%[activator] | -22% | -31% | 10% | -3% | -1% | 50%[12.4 µM]
COc1cccc(N(CC(=O)NC2CCCC2)C(=O)CCC(=O)Nc2cc(C)on2)c1 | 10% | 11% | 67%[activator] | -20% | 3% | 2% | -6% | 7% | 16%
Cc1ccc(-c2csc(NCCc3nc4cc(Cl)c(Cl)cc4n3CCCO)n2)cc1 | . | . | 4% | -13% | . | -31% | . | 9% | .
Cc1ccc(S(=O)(=O)N2CCCCC2)cc1NC(=O)CSc1nnc(C2CC2)n1N | . | . | 21% | -13% | . | -8% | . | -12% | 39%
COc1cc(C(=S)N2CCOCC2)cc(OC)c1OS(=O)(=O)c1ccc(Cl)cc1 | -12%[0.501 µM] | -14% | ? | 0% | -5% | -33% | 10% | 2% | 2%
Cc1ccc(-c2cnn(-c3ccccc3)c2N)cc1 | 4% | 10% | -30% | -10% | 0% | -23% | -4% | -19% | 25%
O=C(NCc1cccnc1)C1CCCN(S(=O)(=O)c2ccc(Br)cc2)C1 (configuration not stated) | 9%[59 µM] | 31% | 13% | 0% | -5% | -24% | 6% | -3% | 0%
O=C(CN1CCOCC1)Nc1ccccc1C(=O)O | -30%[59 µM] | 1% | 79µM* | -4% | 0% | -15% | 1% | -7% | -3%
Cc1ccc(OCC(O)Cn2c(NCCc3ccccc3)nc3c2c(=O)[nH]c(=O)n3C)cc1 (configuration not stated) | -10%[59 µM] | 8% | -4% | -7% | 4% | -18% | -3% | 5% | -8%

Part of the list above in order of length of the SMILES, ascending.
SMILES | G9a block | POLB inh | Pol iota inh | Pol eta inh | BAZ2B block | JMJD2A Tudor | BLM helicase inh | Pol kappa inh | APE1 inh
Cc1ccc2nc(N(CCCN(C)C)C(=O)c3ccco3)sc2c1 | -28%[59 µM] | ? | 4%&-8% | 7%&-23% | -24% | -23%&-25% | 35%&7%[activator] | -10%&-1% | 12%
O=C(NCc1cccnc1)C1CCCN(S(=O)(=O)c2ccc(Br)cc2)C1 (configuration not stated) | 9%[59 µM] | 31% | 13% | 0% | -5% | -24% | 6% | -3% | 0%
Cn1c(=O)n(CC(=O)N2CCN(c3nnc(-c4ccccc4)c4ccccc34)CC2)c2ccccc21 | -32%[12.7 µM] | 1% | 4% | 0% | -4% | -10% | 4% | -12% | 15%

Later entries:
SMILES | G9a block | POLB inh | Pol iota inh | Pol eta inh | BAZ2B block | JMJD2A Tudor | BLM helicase inh | Pol kappa inh | APE1 inh
O=C(c1ccncc1)c1ccc([N+](=O)[O-])cc1 | -23% | 7% | 31%[activator] | -6% | -25% | -10% | -3% | -6% | 6%
COc1ccc(OC)c2sc(Cl)nc12 | 28µM* | 31% | 3% | -17% | 9% | 4% | -2% | -5% | 10%
O=C1C=C(c2cccc(CO)c2)C[C@@H](c2ccc3c(c2)OCO3)C1 | 6%[0.501 µM] | . | 49%[activator] | -14% | -7% | -30% | . | -10% | 3%
CCOc1ccc(N(CC(=O)NC2CCCCC2)C(=O)CCC(=O)Nc2cc(C)ccn2)cc1 | -6% | 11% | 142%[activator] | ? | 3% | -24% | -1% | -14% | 15%
CCC(=O)Nc1nnc(S(=O)(=O)N(C)c2cc(C)cc(C)c2)s1 | 14% | 0% | -10% | -12% | 5% | 0% | -5% | -2% | 57%
O=S(=O)(NCc1cccnc1)c1ccc(Br)s1 | 2% | -4% | 0% | -14% | -1% | -15% | 0% | -3% | 5%
COc1ccc(CN2C(=O)c3ccccc3C2=O)cc1C(=O)N(C)CC(=O)Nc1ccc(F)cc1 | 8%[59 µM] | . | 17% | -20% | 7% | -23% | . | -1% | 1%
O=C(CCCc1nc2ccccc2s1)NCc1ccc(F)cc1 | 15%[59 µM] | 25% | 162%[activator] | -5% | -6% | 3% | 4% | -12% | 0%
CCOC(=O)CC(=O)CSc1ncnc2c1nnn2-c1ccccc1 | . | 3% | -16% | 1% | -17% | -7% | 1% | -22% | -13%
S=C(NCCc1ccccc1)NCC(c1ccco1)N1CCCCC1 (configuration not stated) | ? | 2% | 41%[activator] | -15% | 12% | ? | -3% | -8% | 5%
CCC(CC)C(=O)NCCCN1CCOCC1 | -12%[59 µM] | 5% | 2% | -4% | 8% | -13% | 4% | -3% | -4%
NS(=O)(=O)c1ccc(NC(=O)COC(=O)c2cnccn2)cc1 | ? | 5% | 25% | -6% | -2% | -14% | -6% | -2% | 3%
O=C(OCc1nnc(-c2ccccc2)o1)C1CC(=O)N(CCc2ccccc2)C1 (configuration not stated) | 3%[59 µM] | . | ? | 7% | -3% | -14% | . | -18% | -7%
COc1ccc(NC(=O)C2CCC2)cc1S(=O)(=O)Nc1cc(C)ccc1Br | . | . | 52%[activator] | -10% | . | ? | . | -8% | -21%
Cc1cc(C)nc(NC2=NCC(=O)N2c2ccccc2)n1 | -41%[12.7 µM] | 10% | ? | -8% | -9% | ? | 3% | -11% | 19%
COc1ccc(CNC(=O)COC(=O)c2ccc3ncsc3c2)cc1OC | -4%[2.33 µM] | . | 8% | -5% | 6% | -7% | . | -2% | 15%
COc1cc(OC)cc(C2C(C#N)=C(N)Oc3n[nH]c(-c4cccnc4)c32)c1 (configuration not stated) | -55%[59 µM] | 1% | 27% | 1% | -28% | -19% | -1% | 8% | 1%
CCOc1ccc(C(=O)NC(Cc2ccccc2)C(=O)OC)cc1 (configuration not stated) | 22%[0.501 µM] | -10% | 9% | 4% | -6% | 7% | -15% | -2% | 1%
COc1ccc(NC(=O)Cc2coc3cc(C)ccc23)cn1 | -8% | 6% | 19% | -1% | 0% | -11% | -1% | -6% | 43%[activator]
COc1cc2c(cc1OC)C(C(=O)Nc1cccc(C)n1)C(c1cccnc1)N(C)C2=O (configuration not stated) | 43%[12.7 µM] | 10% | -1% | -4% | 10% | -9% | 0% | 7% | -2%
CN(C(=O)COC(=O)Cc1ccccc1[N+](=O)[O-])C1CCS(=O)(=O)C1 (configuration not stated) | . | . | -16% | -10% | . | -10% | . | 9% | 9%
CCC(C)(C)n1nnnc1C(c1cc(OC)c(OC)c(OC)c1)N1CCN(c2ccccc2)CC1 (configuration not stated) | 6%[2.33 µM] | -23% | 21% | -10% | -21% | -7% | 0% | -4% | 4%
S=C(Nc1ccc(N2CCOCC2)cc1)Nc1ccc2snnc2c1 | 28µM* | 2% | 60%[activator] | -5% | -32% | ? | -5% | -8% | -5%
Cc1ccc(-n2nnnc2SCC(=O)NCC2(N3CCOCC3)CCCCC2)c(C)c1 | -12% | . | 18% | -16% | 8% | -25% | . | -21% | -11%
COc1ccc(NC(=O)Cc2csc(COc3cccc(C)c3)n2)c(OC)c1 | -2%[59 µM] | -4% | 23% | -18% | -19% | -15% | -6% | -10% | .
CCOC(=O)c1sc(NC(=O)CSc2ncccn2)nc1C | -2%[0.501 µM] | -2% | -1% | -15% | -10% | -1% | -3% | -9% | -20%
O=C(Nc1cc(Cl)ccc1O)c1cc(-c2ccc3c(c2)OCO3)on1 | -41%[59 µM] | 13% | 8% | -8% | 3% | -5% | -6% | -13% | .

Assay outcomes: PubChem, National Center for Advancing Translational Sciences (NCATS)

The list is partial. The share of hits here may be higher or lower than overall.
